Bioassay records: PubChem BioAssay, Sanford-Burnham Center for Chemical Genomics
697 NFkB inh – inhibitors of the PMA/ionomycin-induced NF-kB reporter in 697 B cells; 697 B-cell NF-kB luciferase reporter, 16 h; inhibition, % at 4 µM; actives 0.33% (n = 330,000); in the data active means inhibition above about 35%
CCR6 antagonist – CCR6 (human) receptor antagonism; inhibition, % at 20 µM; actives 0.49% (n = 340,000); CHO-K1 CCR6 PathHunter beta-arrestin, luminescence, CCL20-stimulated;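 active means compounds whose inhibition of the agonist-driven luminescence signal at 20 µM reaches about 50%, limit read from the data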;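 further: cells stimulated with CCL20 at 14 nM final; plate controls were DMSO with CCL20 for no effect and DMSO without agonist for full effect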
UBC13 polyUb – inhibitors of human UBC13 polyubiquitin chain formation. P61088. inhibition, % at 20 µM. TR-FRET. actives 0.47% (n = 330,000); in the data active means inhibition above about 45%, passing the limit was not always enough
Target sequence (P61088 whole entry, looked up): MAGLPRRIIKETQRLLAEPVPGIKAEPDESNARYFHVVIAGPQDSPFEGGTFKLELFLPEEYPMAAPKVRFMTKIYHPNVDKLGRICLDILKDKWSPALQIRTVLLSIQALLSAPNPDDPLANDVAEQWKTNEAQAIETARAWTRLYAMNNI
Jurkat NFkB inh – lowers PMA/ionomycin-induced NF-kB signal in Jurkat cells. AID 435003. inhibition, % at 4 µM. actives 0.53% (n = 330,000). PMA/ionomycin-induced NF-kB luciferase reporter, luminescence; in the data active means inhibition above about 50%
CXCR6 inh – blocks human CXCR6 beta-arrestin recruitment. O00574. CHO-K1 PathHunter CXCR6 beta-arrestin, luminescence. inhibition, % at 20 µM. actives 0.36% (n = 360,000). AID 602244; in the data active means inhibition above about 34%, passing the limit was not always enough;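 further: antagonist mode with CXCL16 agonist at 10 nM final; 0% = 10 nM CXCL16 with DMSO and 100% = unstimulated wells without agonist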
EBI2 block – blocks human EBI2 receptor beta-arrestin signaling | P32249 | EBI2 beta-arrestin recruitment, luminescence, 7a,25-OHC stimulated | inhibition, % at 5 µM | actives 0.81% (n = 360,000); in the data active means inhibition above about 38%;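 further: enzyme fragment complementation signal reports receptor beta-arrestin coupling in cells; 0% = agonist plus DMSO wells and 100% = wells without agonist; some results beyond the cut were filed as inactive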
Target sequence (P32249 whole entry, looked up, the tested form may be a part): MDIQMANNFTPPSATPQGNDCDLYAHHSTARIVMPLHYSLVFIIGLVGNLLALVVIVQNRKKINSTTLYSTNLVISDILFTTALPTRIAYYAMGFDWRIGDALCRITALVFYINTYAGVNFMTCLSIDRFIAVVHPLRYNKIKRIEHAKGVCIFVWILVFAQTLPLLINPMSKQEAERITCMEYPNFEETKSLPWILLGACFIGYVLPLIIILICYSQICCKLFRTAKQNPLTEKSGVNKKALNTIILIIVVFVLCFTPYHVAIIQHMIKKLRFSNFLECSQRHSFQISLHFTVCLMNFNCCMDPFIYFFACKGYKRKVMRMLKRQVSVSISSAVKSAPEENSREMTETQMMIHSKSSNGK
Gli-Sufu block – antagonists of Gli-Sufu signaling; actives 0.74% (n = 340,000); Sufu-KO-LIGHT fibroblasts, Gli luciferase reporter luminescence; inhibition, % at 5 µM; AID 588413;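 active means inhibition above about 55%, limit read from the data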;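 further: 0% = DMSO-treated cells and 100% = wells with medium but no cells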
APJ antag – APJ receptor antagonism | actives 0.32% (n = 330,000) | CHO-K1 APJ beta-arrestin complementation, luminescence | inhibition, % at 20 µM | P35414;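 active means inhibition above about 40% at 20 µM, limit read from the data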;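 further: cells challenged with 10 nM apelin-13 agonist together with compound; plate controls were apelin-13 plus DMSO wells for no effect and DMSO wells lacking apelin-13 for full effect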
Target sequence (P35414 whole entry, looked up): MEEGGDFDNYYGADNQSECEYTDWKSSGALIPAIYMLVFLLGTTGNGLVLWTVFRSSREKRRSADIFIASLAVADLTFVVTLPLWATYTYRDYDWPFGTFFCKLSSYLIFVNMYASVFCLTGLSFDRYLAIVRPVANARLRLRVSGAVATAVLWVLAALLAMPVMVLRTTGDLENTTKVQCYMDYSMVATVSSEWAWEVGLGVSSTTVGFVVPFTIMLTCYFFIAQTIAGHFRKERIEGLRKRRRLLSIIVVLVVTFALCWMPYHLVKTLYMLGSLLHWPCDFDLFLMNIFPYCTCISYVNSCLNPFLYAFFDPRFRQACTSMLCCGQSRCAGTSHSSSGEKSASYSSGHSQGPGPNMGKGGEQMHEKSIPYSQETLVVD
An asterisk follows results filed as active; x = not tested or not shown.

SMILES | 697 NFkB inh | CCR6 antagonist | UBC13 polyUb | Jurkat NFkB inh | CXCR6 inh | EBI2 block | Gli-Sufu block | APJ antag
Cc1nn(Cc2c(F)cccc2Cl)c(C)c1NC(=O)C1CC1 | 3.9 | 14.7 | -0.3 | -2.5 | 0.8 | -15.3 | -0.6 | -7.7
CCOC(=O)C1CCCN(C(=O)c2ccc(Cl)c(S(=O)(=O)N3CCc4ccccc43)c2)C1 (stereo unspecified) | x | 17.6 | x | x | 6.6 | -0.7 | -0.5 | x
Cn1cccc1C(=O)NC(=O)COC(=O)CNC(=O)c1ccc(Cl)cc1Cl | 2.7 | -4.0 | 6.6 | 10.3 | -1.3 | 2.3 | 0.0 | 5.5
CCN(CC)S(=O)(=O)c1ccc(S(=O)(=O)NCC2CCCO2)cc1 (stereo unspecified) | 0.2 | 8.4 | 5.1 | 5.3 | -0.2 | -1.6 | 1.4 | 11.0
Cc1cccc(N(C(=O)c2snc(C(N)=O)c2N)C(C)C(=O)NCC2CCCO2)c1 (stereo unspecified) | 5.3 | 8.5 | 12.1 | -5.8 | 0.6 | -6.4 | -3.2 | 4.8
CC(C)=CCCC1=CCC2C(=O)NNC(=O)C2C1 (stereo unspecified) | 20.0 | 3.3 | 6.4 | 15.3 | 2.3 | 1.6 | 1.7 | 7.8
O=C1CC(c2ccco2)CC(O)=C1C=NCCN1CCN(C(=O)Nc2ccc(Cl)cc2)CC1 (stereo unspecified) | -4.3 | -7.3 | 8.3 | -7.3 | -3.0 | -19.5 | -1.3 | -13.2
N#Cc1ccccc1OCC(=O)NC1CCCCC1 | -67.9 | 8.2 | 8.7 | -65.9 | 2.2 | -1.0 | -43.5 | 0.9
CCc1ccc2nc3sc(C(=O)O)cc3cc2c1 | -39.5 | -1.5 | -6.2 | -41.6 | 0.4 | 5.9 | -12.0 | -28.9
O=S(=O)(c1cc(F)ccc1F)N1CCC2(CC1)OCCN2S(=O)(=O)c1ccccc1 | 1.5 | 3.7 | -2.0 | 18.5 | 0.0 | 1.9 | -13.8 | -22.1
CCOc1ccc(OCCC(=O)OCC(=O)Nc2ccc3c(c2)OCCO3)cc1 | 5.8 | 5.4 | -3.1 | -0.2 | 0.1 | -8.1 | -9.0 | 0.5
CSCCC(NS(=O)(=O)/C=C/c1ccccc1)C(=O)NCCc1ccc(S(N)(=O)=O)cc1 (stereo unspecified) | 1.7 | 6.8 | -18.4 | 3.6 | -10.3 | -0.1 | -1.5 | 10.8
O=C(CSc1nnc(-c2ccc(S(=O)(=O)N3CCCC3)cc2)o1)NCC1CCCO1 (stereo unspecified) | -3.2 | 8.8 | 3.0 | -19.3 | -0.7 | -2.1 | 4.9 | -22.3
CCOC(=O)CSc1[nH]c(=O)cc(C)c1C#N | 12.1 | -9.3 | -1.4 | -3.1 | 5.0 | -3.6 | 4.0 | 11.0
O=C(c1cc2c(s1)-c1ccccc1OC2)N1CCN(c2ccccn2)CC1 | 3.0 | 13.8 | 20.5 | 2.7 | 2.7 | 44.7* | 1.0 | -54.8
O=c1c2cn[nH]c2[nH]c(=S)n1-c1cccc2ccccc12 | 6.4 | 13.4 | -10.0 | -5.8 | 4.5 | 0.0 | 6.6 | 8.0
COc1ccc(C2=NCN(c3ccc(C)cc3)C(=S)N2)cc1 | -37.9 | 0.8 | 1.2 | -32.5 | 10.5 | -0.8 | 5.5 | -7.6
CN(C)S(=O)(=O)c1ccc(NC(=O)CN2C(=O)NC3(CCCC3)C2=O)cc1 | 4.3 | 8.3 | 7.3 | 0.4 | -0.2 | 8.6 | -4.6 | -5.6
Cc1cc(NC(=O)C23CC4CC(C2)CC(n2cnc([N+](=O)[O-])n2)(C4)C3)no1 | 7.5 | -0.9 | 5.8 | -7.5 | -8.0 | -10.2 | -4.3 | 1.1
Cc1nnc(SCc2ccc(F)cc2)n1NC/C=C/c1ccccc1 | -1.4 | 4.0 | -3.4 | 22.6 | -0.6 | 6.9 | 3.0 | 21.9
COc1ccccc1OCc1ccc(C(=O)NC(C)(C)C)o1 | -21.4 | 4.6 | 0.6 | -15.4 | -5.4 | -6.5 | 2.3 | -2.2
CC(=O)Nc1ccc(Cc2ccc3[nH]c(=O)cc(C)c3c2)cc1 | -35.5 | x | -3.3 | -41.9 | x | x | x | 43.8*
COc1cccc(OC)c1C(=O)N1CCN(Cc2ccccc2C(F)(F)F)CC1 | 1.5 | 25.6 | -2.0 | 8.0 | -6.0 | 1.5 | -4.7 | 10.9
COCCn1c(Cc2cccn2C)nnc1SCC(=O)Nc1nccs1 | -16.7 | 20.2 | -17.9 | 3.3 | -8.1 | -10.0 | -0.2 | -14.4
CN(Cc1ccccc1)Cc1nc2c(c(=O)n(C)c(=O)n2C)n1CCCc1ccccc1 | -3.2 | 7.3 | 0.5 | 10.2 | 4.8 | 8.3 | 10.5 | 18.8
O=C(Nc1nc2cc3c(cc2s1)OCCO3)c1ccncc1 | -81.4 | 6.9 | -5.5 | -84.7 | 7.4 | 0.9 | -86.1 | -20.2
Cc1nn(-c2ccccc2)c(N)c1Sc1ccccc1[N+](=O)[O-] | -2.8 | 6.5 | -8.7 | 9.7 | 7.4 | 4.0 | 0.5 | 8.0
CC(C)(C)C1CCC(C(=O)OCC(=O)Nc2ccc3[nH]c(=O)[nH]c3c2)CC1 (stereo unspecified) | -5.1 | -10.1 | -20.3 | -5.5 | -11.5 | -8.8 | -2.3 | -9.1
COc1cccc(NC(=O)CNC(=O)c2ccc(OC)c(OC)c2)c1 | 22.4 | 6.2 | 2.6 | 0.4 | -0.5 | -9.0 | 26.2 | -9.6
CC(C)n1nc(C(=O)Nc2cccc(S(=O)(=O)NCc3ccco3)c2)c2ccccc2c1=O | -0.8 | 14.7 | -2.6 | 6.0 | 1.1 | 13.5 | -6.4 | -22.4
O=C(Cc1ccc(Cl)cc1)Nc1ccc(C(=O)N2CCCCC2)cc1 | 22.9 | -3.0 | -0.4 | 7.0 | -2.5 | 4.3 | -3.5 | -11.6
COc1ccccc1-c1nc(S(=O)(=O)c2ccc(Cl)cc2)c(N(C)C)o1 | 16.1 | -5.4 | -2.7 | -6.2 | 0.4 | -8.1 | 1.4 | 14.8
O=C(NCCN1CCOCC1)c1cc(-c2ccccc2Cl)on1 | 0.3 | 1.1 | 6.4 | 10.5 | -6.4 | -1.2 | -7.1 | 21.6
Cc1c(C)c2c(c(C)c1O)CC[C@@](C)(CCC[C@H](C)CCC[C@H](C)CCCC(C)C)O2 | 19.0 | -11.1 | 10.9 | -1.5 | -11.0 | -8.7 | 1.7 | -23.5
CCc1ccc(-c2csc3[n+]2CCN3C(C)=O)cc1 | 1.9 | -0.4 | -0.2 | -9.5 | -5.1 | 12.0 | 13.0 | 2.5
CCC(C)(C(=O)Nc1ccc(OC)cc1)N(C)C(=O)Cn1nnnc1N (stereo unspecified) | -17.7 | -2.4 | 1.4 | -46.0 | -4.0 | 1.6 | 30.6 | -30.9

Quoted at random: 4 compounds from above, in no set order.
SMILES | 697 NFkB inh | CCR6 antagonist | UBC13 polyUb | Jurkat NFkB inh | CXCR6 inh | EBI2 block | Gli-Sufu block | APJ antag
CCOC(=O)CSc1[nH]c(=O)cc(C)c1C#N | 12.1 | -9.3 | -1.4 | -3.1 | 5.0 | -3.6 | 4.0 | 11.0
CCC(C)(C(=O)Nc1ccc(OC)cc1)N(C)C(=O)Cn1nnnc1N (stereo unspecified) | -17.7 | -2.4 | 1.4 | -46.0 | -4.0 | 1.6 | 30.6 | -30.9
CCOc1ccc(OCCC(=O)OCC(=O)Nc2ccc3c(c2)OCCO3)cc1 | 5.8 | 5.4 | -3.1 | -0.2 | 0.1 | -8.1 | -9.0 | 0.5
COc1cccc(OC)c1C(=O)N1CCN(Cc2ccccc2C(F)(F)F)CC1 | 1.5 | 25.6 | -2.0 | 8.0 | -6.0 | 1.5 | -4.7 | 10.9

(continued)
SMILES | 697 NFkB inh | CCR6 antagonist | UBC13 polyUb | Jurkat NFkB inh | CXCR6 inh | EBI2 block | Gli-Sufu block | APJ antag
Cc1ncc(C[n+]2csc(CCOC(=O)CC3C4CC5CC(C4)CC3C5)c2C)c(N)n1 (stereo unspecified) | -32.1 | -1.1 | 9.6 | -12.7 | -8.6 | -1.0 | 14.8 | 0.1
CCCCN(C(=O)c1ccc(-n2nc(C)cc2C)cc1)c1c(N)n(CCC)c(=O)[nH]c1=O | 8.8 | 3.4 | -6.5 | 5.8 | 8.4 | -11.8 | -11.4 | 3.9
Cc1cccc(Cn2nc(C(C)(C)C)cc2C(=O)N2CCOCC2)c1 | 12.4 | -8.1 | 5.9 | 18.9 | -2.2 | -0.2 | 2.1 | 8.5
Cc1nnc(SC(C(=O)Nc2ccc(Cl)c([N+](=O)[O-])c2)c2ccccc2)[nH]c1=O (stereo unspecified) | 21.3 | 13.1 | -0.5 | -3.8 | -7.5 | -4.4 | 3.8 | 15.5
O=C(COc1ccc(S(=O)(=O)NC2CCCCC2)cc1)NCc1cccnc1 | -12.5 | -3.5 | -2.0 | 0.6 | -4.1 | 4.8 | 0.4 | 0.1
Cc1ccc(S(=O)(=O)Nc2c(C)nn(C)c2C)cc1 | -9.4 | -7.5 | 0.0 | -9.5 | -6.2 | 1.9 | 8.0 | 16.8
CN1/C(=C/C(=O)c2cccs2)Sc2ccccc21 | -84.8 | x | -16.3 | -113.9 | -9.1 | -14.1 | x | 11.2
O=C(Nc1ccc(OC(F)F)cc1)c1cc(S(=O)(=O)N2CCOCC2)ccc1N1CCCC1 | x | 1.4 | x | x | 7.7 | 0.4 | 9.7 | x
CC(=O)c1ccc(S(=O)(=O)N2CCCC(N(C)CCc3ccccn3)C2)cc1 (stereo unspecified) | 7.8 | 9.5 | 3.8 | 0.1 | -6.6 | -1.3 | 6.8 | -1.6
COc1ccc(S(=O)(=O)n2nc(OC(C)=O)cc2N(C(C)=O)C(C)=O)cc1 | 7.1 | 2.3 | -3.1 | 12.4 | 2.6 | -0.1 | -3.8 | -37.8
Cc1nnc(SCc2ccc(C(=O)Nc3cc(Cl)ccc3C)cc2)s1 | 3.3 | 8.9 | 11.3 | -0.6 | -12.0 | -7.0 | -10.1 | 9.4
CCCC(=O)Nc1ccc(C(=O)NNC(=S)NC(=O)c2cccs2)cc1 | 4.6 | 27.5 | 26.4 | 1.6 | 8.4 | 6.5 | -7.6 | 18.5
NC(N)=NCCCS(=O)(=O)Nc1ccc(Nc2c3ccccc3nc3cc([N+](=O)[O-])ccc23)cc1 | x | 33.1 | x | x | 14.2 | -32.7 | -15.6 | x
O=C(NCCSCc1ccccc1)c1cc(S(=O)(=O)N2CCOCC2)ccc1F | 9.5 | 16.2 | 13.6 | 12.6 | -4.1 | -10.1 | -17.4 | 3.8
CCc1noc(C)c1C(=O)N1CCCC(C(=O)c2ccc(OC)c(F)c2)C1 (stereo unspecified) | 22.2 | 5.1 | 2.3 | 3.8 | 1.7 | -5.8 | -2.1 | 8.7
O=C(COC(=O)c1ccc2c(c1)OCCO2)NCc1ccccc1Cl | -5.0 | 7.9 | -11.8 | 5.6 | -6.4 | 1.3 | 4.2 | -1.4
Cc1cccc(Cc2nnc(CCC(=O)N(C)Cc3ccncc3C)o2)c1 | 4.7 | 4.2 | -10.2 | 2.6 | 0.1 | 3.8 | -5.6 | -17.1
CC(Sc1nnc(NC2CC2)s1)C(=O)Nc1ccc(N2CCOCC2)cc1 (stereo unspecified) | 3.3 | -0.6 | 4.0 | -6.5 | -5.8 | -3.6 | -3.2 | -1.4
CCSc1nc2c(c(=O)[nH]1)C(c1ccc(C)cc1)C1=C(CCCC1=O)N2 (stereo unspecified) | -19.8 | -8.7 | 0.2 | -0.8 | -3.5 | -6.2 | -1.5 | -4.3
Cc1cc(C)nc(NC2=NCC(=O)N2c2cccc(Cl)c2)n1 | 22.2 | 3.7 | 3.1 | 12.2 | 0.7 | 2.4 | 8.1 | -7.0
CCSc1nnc(NC(=O)CSc2nc3c(c(=O)n2C)SC(C)C3)s1 (stereo unspecified) | -23.9 | 14.2 | -9.1 | 6.4 | -4.4 | -6.6 | 22.5 | -1.5
COc1ccc2nc(SCC(=O)NCc3ccccc3)[nH]c2c1 | 10.7 | 13.6 | -0.2 | 1.8 | -7.2 | 5.2 | 39.1 | 18.9
